Growth percent in the NCI-60 one-dose screen (48 h, 10 µM unless noted): 100 = growth as untreated, 0 = no growth, -100 = all killed.
UACC-257: UACC-257 melanoma | AID 1794764 | actives 4.4% (n = 78,000)
SK-MEL-28: SK-MEL-28 melanoma. actives 4.1% (n = 81,000)
SK-MEL-2: SK-MEL-2 melanoma; actives 4.7% (n = 77,000); AID 1794763
SK-MEL-5: SK-MEL-5 melanoma. actives 6.4% (n = 80,000)
LOX IMVI: LOX IMVI melanoma. actives 7.4% (n = 79,000). AID 1794757
HS 578T: HS 578T breast cancer. actives 4.1% (n = 78,000)
UACC-62: UACC-62 melanoma; actives 5.4% (n = 81,000)
MALME-3M: MALME-3M melanoma; actives 5.8% (n = 78,000); AID 1794766
Starred values were filed as active, the others as inactive; & = joins results of further samples. How the source made its calls: active means growth percent below 10; inactive means the rest. Only part of the results is shown; count on the stated rates, not on these rows.

A first look:
How did CC12CCC3C4CCC(=O)C(O)=C4CCC3C1CCC2OC(=O)CCC1CCCC1 (configuration not stated) do in these assays?
UACC-257: 91; SK-MEL-28: 104; SK-MEL-2: 89; SK-MEL-5: 96; LOX IMVI: 94; HS 578T: 103; UACC-62: 96; MALME-3M: 112

What do the screens show for `NC(=O)c1cc([N+](=O)[O-])cc([N+](=O)[O-])c1`?
UACC-257: 91; SK-MEL-28: 113; SK-MEL-2: 125; SK-MEL-5: 90; LOX IMVI: 90; HS 578T: 98; UACC-62: 102; MALME-3M: 95

This part in full, previewed entries included:
How did CC12CCC3C4CCC(=O)C(O)=C4CCC3C1CCC2OC(=O)CCC1CCCC1 (configuration not stated) do in these assays?
UACC-257: 91; SK-MEL-28: 104; SK-MEL-2: 89; SK-MEL-5: 96; LOX IMVI: 94; HS 578T: 103; UACC-62: 96; MALME-3M: 112

What do the screens show for `NC(=O)c1cc([N+](=O)[O-])cc([N+](=O)[O-])c1`?
UACC-257: 91; SK-MEL-28: 113; SK-MEL-2: 125; SK-MEL-5: 90; LOX IMVI: 90; HS 578T: 98; UACC-62: 102; MALME-3M: 95

How did CC1CCC(=O)O1 (configuration not stated) do in these assays?
UACC-257: 93; SK-MEL-28: 112; SK-MEL-2: 107; SK-MEL-5: 106; LOX IMVI: 97; HS 578T: 103; UACC-62: 97; MALME-3M: 118

Results for NC(=O)CN1CCCC1=O ?
UACC-257: 105; SK-MEL-28: 108; SK-MEL-2: 106; SK-MEL-5: 111; LOX IMVI: 101; HS 578T: 108; UACC-62: 106

Results for Nc1ccc(C(=O)Nc2ccc(S(=O)(=O)F)cc2)cc1 ?
UACC-257: 87; SK-MEL-28: 97; SK-MEL-2: 96; SK-MEL-5: 102; LOX IMVI: 88; HS 578T: 98; UACC-62: 91; MALME-3M: 86

How did CC(=O)N1N=C(c2ccccc2)CC1c1sc(N(CCCl)CCCl)nc1Cl (configuration not stated) do in these assays?
UACC-257: 92; SK-MEL-28: 108; SK-MEL-2: 87; SK-MEL-5: 99; LOX IMVI: 103; HS 578T: 88; UACC-62: 64; MALME-3M: 109

What do the screens show for `Cc1cc2c(cc1-c1cc(/C=C/C(=O)O)ccc1C(F)(F)F)C(C)(C)CCC2(C)C`?
UACC-257: 73; SK-MEL-28: 85; SK-MEL-2: 45; SK-MEL-5: 37; LOX IMVI: 64; HS 578T: 68; UACC-62: 56; MALME-3M: 73

What do the screens show for `CC1C=CCP1(C)=O` (configuration not stated)?
UACC-257: 90; SK-MEL-28: 104; SK-MEL-2: 112; SK-MEL-5: 100; LOX IMVI: 98; HS 578T: 99

What do the screens show for `O=C(O)CC1CCCCC1O` (configuration not stated)?
UACC-257: 94; SK-MEL-28: 119; SK-MEL-2: 117; SK-MEL-5: 108; LOX IMVI: 114; UACC-62: 109; MALME-3M: 119

How did CCC1(CCC(C)C)C(=O)NC(=S)NC1=O do in these assays?
UACC-257: 102; SK-MEL-28: 112; SK-MEL-2: 125; LOX IMVI: 102; HS 578T: 110; UACC-62: 106; MALME-3M: 111

What do the screens show for `CCCCCCNC(=O)C(C)Br` (configuration not stated)?
UACC-257: 103; SK-MEL-28: 97; SK-MEL-2: 100; SK-MEL-5: 100; LOX IMVI: 95; HS 578T: 102; UACC-62: 102; MALME-3M: 94

Results for CCC1CC(O)c2c(O)c3c(c(O)c2C1O)C(=O)c1cccc(O)c1C3=O (configuration not stated) (tested in a mixture with another compound) ?
UACC-257: -25*; SK-MEL-2: -63*; LOX IMVI: -28*; UACC-62: -72*; MALME-3M: -92*

What do the screens show for `C#Cc1cccc(Nc2nc(Cl)nc3cc(NC(=O)CF)ccc23)c1`?
UACC-257: 89; SK-MEL-28: 73; SK-MEL-2: 66; SK-MEL-5: 37; LOX IMVI: 65; HS 578T: 84; UACC-62: 73; MALME-3M: 71

Results for CN1CCc2cc3c(cc2C1)OCO3 ?
UACC-257: 108&96&107; SK-MEL-28: 106&110&105; SK-MEL-2: 111&96&95; SK-MEL-5: 93&105&105; LOX IMVI: 91&97&97; HS 578T: 100&98; UACC-62: 101&98&104; MALME-3M: 110&99&99

Results for CCC(=O)OC1CCC2C3CCC4=CC(=O)CCC4(C)C3CCC12C (configuration not stated) ?
UACC-257: 81; SK-MEL-28: 104; SK-MEL-2: 117; SK-MEL-5: 100; LOX IMVI: 100; HS 578T: 98; UACC-62: 93; MALME-3M: 104

Ordered by molar mass (rising): part of the list above.
What do the screens show for `NC(=O)c1cc([N+](=O)[O-])cc([N+](=O)[O-])c1`?
UACC-257: 91; SK-MEL-28: 113; SK-MEL-2: 125; SK-MEL-5: 90; LOX IMVI: 90; HS 578T: 98; UACC-62: 102; MALME-3M: 95

Results for CCC(=O)OC1CCC2C3CCC4=CC(=O)CCC4(C)C3CCC12C (configuration not stated) ?
UACC-257: 81; SK-MEL-28: 104; SK-MEL-2: 117; SK-MEL-5: 100; LOX IMVI: 100; HS 578T: 98; UACC-62: 93; MALME-3M: 104

How did CC12CCC3C4CCC(=O)C(O)=C4CCC3C1CCC2OC(=O)CCC1CCCC1 (configuration not stated) do in these assays?
UACC-257: 91; SK-MEL-28: 104; SK-MEL-2: 89; SK-MEL-5: 96; LOX IMVI: 94; HS 578T: 103; UACC-62: 96; MALME-3M: 112

What do the screens show for `Cc1cc2c(cc1-c1cc(/C=C/C(=O)O)ccc1C(F)(F)F)C(C)(C)CCC2(C)C`?
UACC-257: 73; SK-MEL-28: 85; SK-MEL-2: 45; SK-MEL-5: 37; LOX IMVI: 64; HS 578T: 68; UACC-62: 56; MALME-3M: 73

Reprinted from above for reference:
How did CC12CCC3C4CCC(=O)C(O)=C4CCC3C1CCC2OC(=O)CCC1CCCC1 (configuration not stated) do in these assays?
UACC-257: 91; SK-MEL-28: 104; SK-MEL-2: 89; SK-MEL-5: 96; LOX IMVI: 94; HS 578T: 103; UACC-62: 96; MALME-3M: 112

What do the screens show for `NC(=O)c1cc([N+](=O)[O-])cc([N+](=O)[O-])c1`?
UACC-257: 91; SK-MEL-28: 113; SK-MEL-2: 125; SK-MEL-5: 90; LOX IMVI: 90; HS 578T: 98; UACC-62: 102; MALME-3M: 95

Additional structures
What do the screens show for `C[C@H]1[C@@H](CC(=O)N[C@@H](Cc2coc3ccccc23)B(O)O)O[C@@H]2OC3(C)CC[C@H]4[C@H](C)CC[C@@H]1[C@@]24OO3`?
UACC-257: -41*; SK-MEL-28: -49*; SK-MEL-2: -54*; SK-MEL-5: -97*; LOX IMVI: -92*; HS 578T: -4.2*; UACC-62: -91*; MALME-3M: -60*

Results for CCOC(=O)C(CC)(C(=O)OCC)c1ccccc1 ?
UACC-257: 112; SK-MEL-28: 105; SK-MEL-5: 94; LOX IMVI: 89; HS 578T: 94; UACC-62: 89; MALME-3M: 91

Results for CN(C)C(=O)Oc1ccccc1-c1ccccc1 ?
SK-MEL-28: 116; SK-MEL-2: 102; SK-MEL-5: 102; LOX IMVI: 97; HS 578T: 113; UACC-62: 104; MALME-3M: 110

How did O=C(O)CC(NC(=O)CP(=O)(O)O)C(=O)O (configuration not stated) do in these assays?
UACC-257: 104; SK-MEL-2: 102; SK-MEL-5: 97; LOX IMVI: 97; HS 578T: 90; UACC-62: 97; MALME-3M: 89

What do the screens show for `C1CCC([PH+](C2CCCCC2)C2CCCCC2[PH+](C2CCCCC2)C2CCCCC2)CC1.[Au].[CH-]1CCCCC1CC1CCCC[N-]1` (configuration not stated)?
UACC-257: -37*; SK-MEL-28: -71*; SK-MEL-2: -56*; SK-MEL-5: -100*; LOX IMVI: -97*; HS 578T: 18; UACC-62: -71*; MALME-3M: -44*

How did CC1=C(C(=O)Nc2ccccc2)SCCO1 do in these assays?
UACC-257: 110; SK-MEL-28: 123; SK-MEL-2: 108; SK-MEL-5: 97; LOX IMVI: 101; HS 578T: 109; UACC-62: 106; MALME-3M: 98

How did O=C1N[C@@H]2[C@@H](O)[C@@H](O)[C@H](O)C[C@H]2c2cc3c(c(O)c21)OCO3 do in these assays?
UACC-257: -22*; SK-MEL-2: -64*; SK-MEL-5: -73*; LOX IMVI: -49*; HS 578T: -14*; UACC-62: -48*; MALME-3M: -49*

What do the screens show for `CC(C)CCC[C@@H](C)[C@H]1CC[C@H]2[C@@H]3C/C(=N\OC(=O)Cc4ccc(N(CCCl)CCCl)cc4)C4=CC(=O)CC[C@]4(C)[C@H]3CC[C@]12C`?
UACC-257: 89; SK-MEL-28: 104; SK-MEL-2: 107; SK-MEL-5: 95; LOX IMVI: 87; HS 578T: 96; UACC-62: 89; MALME-3M: 103

How did O=NNc1c[nH]c(=O)[nH]c1=O do in these assays?
UACC-257: 71; SK-MEL-28: 109; SK-MEL-2: 111; SK-MEL-5: 99; LOX IMVI: 83; HS 578T: 100; UACC-62: 97; MALME-3M: 99

Results for C[C@](O)(Cn1cc(C#N)cn1)C(=O)Nc1cnc(C#N)c(C(F)(F)F)c1 ?
UACC-257: 108; SK-MEL-28: 105; SK-MEL-2: 113; SK-MEL-5: 103; LOX IMVI: 103; HS 578T: 101; UACC-62: 100; MALME-3M: 106

Results for Nc1ccc(OCCNC(=O)Nc2ccc(S(=O)(=O)F)cc2)c(Cl)c1 ?
UACC-257: 83; SK-MEL-28: 107; SK-MEL-2: 91; SK-MEL-5: 97; LOX IMVI: 91; HS 578T: 90; UACC-62: 97; MALME-3M: 85

What do the screens show for `O=C(CN1C(=O)c2ccccc2C1=O)N1CC1`?
UACC-257: 112; SK-MEL-28: 113; SK-MEL-2: 114; SK-MEL-5: 105; LOX IMVI: 108; HS 578T: 100; UACC-62: 111

How did CCN(C(=O)OC(C)C)[N+](=O)[O-] do in these assays?
UACC-257: 95; SK-MEL-28: 120; SK-MEL-2: 100; SK-MEL-5: 106; HS 578T: 108; UACC-62: 105; MALME-3M: 99

What do the screens show for `N#CC1c2ccccc2C=CN1C(=O)c1ccc(N(CCCl)CCCl)cc1` (configuration not stated)?
UACC-257: 82; SK-MEL-28: 95; SK-MEL-2: 104; SK-MEL-5: 84; LOX IMVI: 90; HS 578T: 100; UACC-62: 72; MALME-3M: 85

How did CC(C)n1cc(CCN(C)C)c2c(O)cccc21 do in these assays?
UACC-257: 100; SK-MEL-28: 100; SK-MEL-2: 128; SK-MEL-5: 100; LOX IMVI: 97; HS 578T: 103; UACC-62: 102; MALME-3M: 99

How did COc1cc(-n2c(SC)nc3ccccc3c2=O)c(OC)cc1Cl do in these assays?
UACC-257: 83; SK-MEL-28: 94; SK-MEL-5: 87; LOX IMVI: 97; HS 578T: 106; UACC-62: 84; MALME-3M: 92

What do the screens show for `C=CCN1CC[C@]23c4c5ccc(O)c4O[C@H]2C(=O)CC[C@@]3(O)[C@H]1C5`?
UACC-257: 92; SK-MEL-28: 143; SK-MEL-2: 85; SK-MEL-5: 114; LOX IMVI: 94; HS 578T: 149; UACC-62: 93; MALME-3M: 96

How did CC(C)(C)N1CC(C(=O)c2ccccc2)C1c1ccccc1 (configuration not stated) do in these assays?
UACC-257: 93; SK-MEL-28: 109; SK-MEL-2: 105; SK-MEL-5: 112; LOX IMVI: 102; HS 578T: 107; UACC-62: 95; MALME-3M: 104

What do the screens show for `O=C(O)CP(=S)(S)c1ccccc1` (configuration not stated)?
UACC-257: 91; SK-MEL-28: 108; SK-MEL-2: 109; SK-MEL-5: 100; LOX IMVI: 103; HS 578T: 96; UACC-62: 103; MALME-3M: 105

Results for CC(COc1ccccc1)N(CCCl)C1c2ccccc2-c2ccccc21 (configuration not stated) ?
UACC-257: 70; SK-MEL-28: 100; SK-MEL-2: 68; SK-MEL-5: 54; LOX IMVI: 79; HS 578T: 79; UACC-62: 51; MALME-3M: 74

What do the screens show for `O=C1CCC(=O)N1[N+](=O)[O-]`?
UACC-257: 96; SK-MEL-28: 117; SK-MEL-2: 106; SK-MEL-5: 101; LOX IMVI: 96; HS 578T: 122; UACC-62: 106; MALME-3M: 81

How did CCCCC1(CCO)C(=O)NC(=S)NC1=O do in these assays?
UACC-257: 108; SK-MEL-28: 124; SK-MEL-2: 111; SK-MEL-5: 105; LOX IMVI: 92; HS 578T: 102; UACC-62: 110

Results for Nc1ccc(CCCC(=O)Nc2ccc(S(=O)(=O)F)cc2)cc1 ?
UACC-257: 89; SK-MEL-28: 100; SK-MEL-2: 105; SK-MEL-5: 101; LOX IMVI: 91; HS 578T: 102; UACC-62: 89; MALME-3M: 97

Results for NC(=O)OCCCCl ?
UACC-257: 97; SK-MEL-28: 104; SK-MEL-2: 112; SK-MEL-5: 107; LOX IMVI: 98; HS 578T: 118; UACC-62: 103; MALME-3M: 111

What do the screens show for `C[C@H]1C[C@@H]2[C@H]([C@@H](O)C[C@]3(C)[C@@H](O)CC[C@@H]23)[C@@]2(C)CCC(=O)C=C12`?
UACC-257: 102; SK-MEL-28: 107; SK-MEL-2: 103; SK-MEL-5: 103; HS 578T: 106; UACC-62: 94

What do the screens show for `COC1=C[C@@H]2[C@@H]3Cc4ccc(OC)c(O)c4[C@]2(CCN3C)CC1=O`?
UACC-257: 100; SK-MEL-28: 112; SK-MEL-2: 62; SK-MEL-5: 108; LOX IMVI: 100; HS 578T: 89; UACC-62: 99; MALME-3M: 123

How did CC[C@H](C)[C@H]1O[C@]2(C=C[C@@H]1C)C[C@@H]1C[C@@H](C/C=C(\C)[C@@H](O[C@H]3C[C@H](OC)[C@@H](O[C@H]4C[C@H](OC)[C@@H](NC)[C@H](C)O4)[C@H](C)O3)[C@@H](C)/C=C/C=C3\CO[C@@H]4[C@H](O)C(C)=C[C@@H](C(=O)O1)[C@]34O)O2 do in these assays?
UACC-257: -57*; SK-MEL-28: -79*; SK-MEL-2: -54*; SK-MEL-5: -95*; LOX IMVI: -92*; HS 578T: -43*; UACC-62: -53*; MALME-3M: -67*
